Exocytosis inh: blocks lytic granule exocytosis | TALL-104 LAMP-1 surface exposure, flow cytometry; cells stimulated with thapsigargin and PMA | inhibition, % at 10 µM | hit rate 0.66% among 360,000 | AID 651702;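 active = inhibition above about 55%, limit read from the data; inconclusive = no clear call, values can overlap the other calls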
MC4R barr agon: human MC4R agonism via beta-arrestin; P32245; U2OS MC4R beta-arrestin complementation, luminescence; percent of melanotan II response, DMSO zero; activation, % at 8.9 µM; hit rate 0.98% among 360,000; AID 540308;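 active = activation above a per-plate cutoff, the mean activation of sample wells on that plate plus 3 SD, cut at about 8% in these data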
ABCB6 inh 2: blocks the human ABCB6 transporter. fluorescence ratio to DMSO, % at 10 µM. AID 602162. K562-ABCB6 porphyrin accumulation, flow cytometry, 1 h; stronger effect = lower value. hit rate 0.19% among 360,000. Q9NP58;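 active = fluorescence ratio to DMSO below 75%, the collection mean minus 3 SD; inconclusive = too few cells collected in the well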;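 also: signal is porphyrin accumulated inside mitochondria; 100% equals median channel fluorescence of DMSO control wells; lower ratio means ABCB6 inhibition with less porphyrin fluorescence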
Target sequence (Q9NP58 whole entry, looked up): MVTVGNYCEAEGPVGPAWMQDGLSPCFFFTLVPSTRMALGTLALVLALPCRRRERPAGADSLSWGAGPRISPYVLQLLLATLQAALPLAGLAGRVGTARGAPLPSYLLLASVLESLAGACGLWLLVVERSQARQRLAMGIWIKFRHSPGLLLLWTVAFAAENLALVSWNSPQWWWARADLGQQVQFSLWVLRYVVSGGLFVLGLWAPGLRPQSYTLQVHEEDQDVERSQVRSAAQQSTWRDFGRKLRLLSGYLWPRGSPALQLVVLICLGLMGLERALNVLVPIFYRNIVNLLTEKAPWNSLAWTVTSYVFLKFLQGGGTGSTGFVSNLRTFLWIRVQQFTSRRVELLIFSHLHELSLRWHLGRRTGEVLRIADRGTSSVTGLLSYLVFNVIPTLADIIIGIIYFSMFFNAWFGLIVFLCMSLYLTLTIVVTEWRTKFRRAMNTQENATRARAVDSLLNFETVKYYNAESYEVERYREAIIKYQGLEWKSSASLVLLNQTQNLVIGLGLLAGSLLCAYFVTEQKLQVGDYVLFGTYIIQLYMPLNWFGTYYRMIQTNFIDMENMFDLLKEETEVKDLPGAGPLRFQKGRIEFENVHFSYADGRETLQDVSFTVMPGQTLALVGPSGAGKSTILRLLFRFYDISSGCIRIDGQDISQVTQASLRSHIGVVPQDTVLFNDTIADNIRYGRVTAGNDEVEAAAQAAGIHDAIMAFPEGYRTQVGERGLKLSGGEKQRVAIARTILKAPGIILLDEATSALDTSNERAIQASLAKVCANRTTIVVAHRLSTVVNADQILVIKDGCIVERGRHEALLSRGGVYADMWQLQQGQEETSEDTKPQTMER
Vif inh: HIV Vif inhibition; HEK293T cells, Vif self-association by quenched fluorescence, imaging, 24 h; hit rate 0.35% among 340,000; AID 602346; inhibition, % at 7.49 µM; in the data active = inhibition above about 50%, passing the limit was not always enough; inconclusive = no clear call, values can overlap the other calls; inactive = below about 31%; also: some results filed as inactive read as strong as hits
aDG glyco act: increases alpha dystroglycan glycosylation | Pro5-aDG cells, alpha-DG glycosylation AlphaScreen (IIH6); 0% Pro5, 100% B10-LARGE cell signal | hit rate 0.22% among 360,000 | activation, % at 10 µM | AID 624168;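 active = activation of at least 8% versus controls, or a plate z-score of at least 8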;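 also: Pro5 are CHO cells carrying HIG-tagged alpha-DG that lacks glycosylation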
TLR9-MyD88 inh: blocks human TLR9 binding to MyD88; CHO BLA complementation TLR9-MyD88, CCF4 FRET ratio; inhibition, % at 4.98 µM; hit rate 0.21% among 340,000;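 active = inhibition above the mean over all tested compounds plus 3 SD, cut at about 21% in these data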;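 also: 0% = DMSO only wells and 100% = clavulanate BLA inhibitor control wells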
ABHD5 PLIN5 PPI: ABHD5-PLIN5 protein interaction inhibition; Q00G26+Q8WTS1; Split G. princeps luciferase complementation, luminescence, 4 h; inhibition, % at 4 µM; hit rate 0.78% among 360,000; AID 602281;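 active = inhibition above the mean inhibition across every tested compound plus 3 SD, cut at about 22% in these data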;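 also: 0% = DMSO only wells and the 100% control is not disclosed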
N-glyco inh: N-linked glycosylation inhibition | hit rate 0.23% among 360,000 | reporter increase, % at 12.5 µM | AID 588692 | D54 ERlucT glycosylation luciferase reporter, 24 h; percent of 100 nM tunicamycin response;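 active = mean luciferase reporter signal, scaled so untreated is 0 and the glycosylation-blocking control 100, at or above a set limit in every replicate; inconclusive = mean reaches the limit but not every replicate does; inactive = mean below the limit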;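 also: luciferase carries N-glycosylation sites so blocking glycosylation raises the light; 0% = median of neutral control wells and 100% = median of 100 nM tunicamycin wells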
MC4R antag cAMP: blocks human MC4R cAMP signaling; P32245; MC4R-expressing cells, MTII-stimulated cAMP, LANCE TR-FRET; inhibition, % at 6.5 µM; hit rate 0.48% among 360,000;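 active = inhibition above its plate's cutoff, the mean of tested wells on that plate plus 3 SD, cut at about 29% in these data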;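 also: 0% = Melanotan II alone and 100% = Melanotan II plus saturating MCL0020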
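system = U2OS cells with stable human MC4R expression | also added = Melanotan II challenge after compound preincubation | dosing = one concentration, 6.5 µM nominal | incubation = compound 30 min, challenge 1 h, detection 1 h | measured by = TR-FRET with Eu-cAMP and labeled anti-cAMP, 671 nm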
NOD2 RIPK2 PPI: NOD2-RIPK2 protein interaction inhibition; CHO BLA complementation NOD2-RIPK2, CCF4 ratio; inhibition, % at 4.98 µM; hit rate 0.38% among 360,000; in the data active = inhibition above about 21%;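 also: 0% = vehicle only and 100% = reference blocker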
An asterisk follows results filed as active; ? = inconclusive; . = no result given. This is a subset; the hit share may differ from the screen's.

SMILES	Exocytosis inh	MC4R barr agon	ABCB6 inh 2	Vif inh	aDG glyco act	TLR9-MyD88 inh	ABHD5 PLIN5 PPI	N-glyco inh	MC4R antag cAMP	NOD2 RIPK2 PPI
Nc1c(C(=O)NCc2ccco2)c2nc3ccccc3nc2n1CCN1CCOCC1	-1	0.1	102	-4	1.4	-5	20	4	4	2
Cc1cc(/C=C2\C(=O)NC(=O)N(c3ccccc3F)C2=O)c(C)n1-c1cc(C(=O)O)cc(C(=O)O)c1	12	1.0	99	-23	0.0	3	3	0	-2	5
S=P(Nn1cnnc1)(c1ccc(Br)cc1)c1ccc(Br)cc1	-2	-0.5	100	27	0.7	-8	-4	1	1	-9
CCOc1cccc(N2C(=O)/C(=C/c3ccco3)C(=O)NC2=S)c1	-6	1.7	101	16	0.1	-2	4	0	-8	-8
CC1CCCN(CC(=O)N2CCCc3ccccc32)C1 (configuration not stated)	20	0.5	102	1	0.1	5	-5	0	16	9
CCN(CC)C(=O)c1ccc(NC(=O)c2cn(-c3ccccc3)nc2-c2ccc(OC)cc2)cc1	12	-2.9	95	7	1.0	-7	-3	-3	9	-9
C=CCn1c(O)c(C(C)=Nc2ccc(NC(C)=O)cc2)c(=O)[nH]c1=O	2	0.3	98	-3	0.1	-19	-2	4	-4	-8
Cc1nc2ccccc2c(=O)n1-c1ccccc1[N+](=O)[O-]	0	-2.2	89	0	0.0	0	-1	0	2	-17
CN1C[C@H]2CON(C)[C@H]2C[C@H]1c1cccc(Br)c1	14	0.0	100	-3	0.0	4	2	2	-3	-2
COc1ccc(CCn2c(O)c(C=NCc3ccc4c(c3)OCO4)c(=O)[nH]c2=O)cc1OC	13	-1.3	94	5	0.1	-5	3	22	12	6
O=c1c2ccccc2nc(-c2ccccc2)n1-c1cccnc1	2	0.4	102	2	0.1	-6	4	-1	4	-13
O=C1NCN(c2ccccc2)C12CCN(C(c1nnnn1-c1ccc3c(c1)OCCO3)C1CC1)CC2 (configuration not stated)	-9	.	92	9	0.2	.	-1	0	.	3
Cc1ccccc1NC1(C#N)CCCCC1	9	0.1	95	2	0.0	-6	-1	-1	1	-4
CCCCC(=O)N/N=C/c1c(O)n(Cc2ccco2)c(=O)[nH]c1=O	-6	-2.0	101	0	2.0	-5	8	-1	8	7
CC(C)(C)N1C(=O)NC(=O)/C(=C\c2ccc3c(c2)CCN3CCCCl)C1=O	8	-1.9	101	2	-0.1	-5	2	-1	-4	-1
COOCC1(C(=O)OC)C[C@H](c2ccc(OC)cc2)N(Cc2ccccc2OC)[C@@H]1c1ccccc1C (some centres not stated)	-1	.	.	.	0.1	.	-13	.	.	-10
Cc1ccccc1NC(=O)NCCN1CC1	-7	0.2	93	-3	-0.1	-2	0	-5	11	-3
O=C1C2(c3ccccc3)CN3CN(C2)CC1(c1ccccc1)C3	-7	-2.3	103	4	0.0	10	4	1	10	-5
CCOC(=O)[C@]12Cc3cc(C)ccc3[C@H]1N(CCC(=O)OC)C(=O)c1ccccc12	18	.	100	.	0.1	.	14	.	.	2
S=C(c1ccc(Cl)cc1)N1CCOCC1	6	-0.8	92	?	-0.3	2	0	2	5	-6

The closing 3 records of the part above come first, to join the parts:
SMILES	Exocytosis inh	MC4R barr agon	ABCB6 inh 2	Vif inh	aDG glyco act	TLR9-MyD88 inh	ABHD5 PLIN5 PPI	N-glyco inh	MC4R antag cAMP	NOD2 RIPK2 PPI
O=C1C2(c3ccccc3)CN3CN(C2)CC1(c1ccccc1)C3	-7	-2.3	103	4	0.0	10	4	1	10	-5
CCOC(=O)[C@]12Cc3cc(C)ccc3[C@H]1N(CCC(=O)OC)C(=O)c1ccccc12	18	.	100	.	0.1	.	14	.	.	2
S=C(c1ccc(Cl)cc1)N1CCOCC1	6	-0.8	92	?	-0.3	2	0	2	5	-6
O=C(c1ccc2nc3ccc(Cl)cc3c(=O)n2c1)N1CCC2(CC1)OCCO2	6	-2.8	100	3	-0.1	6	2	0	3	13
COC(=O)C(O)(c1ccc(N=Cc2ccccc2O)c(C)c1)C(F)(F)F (configuration not stated)	2	-2.5	115	-1	-0.1	-2	-4	1	14	-5
ClCCOCOCCCl	1	1.5	100	-6	0.0	2	1	-2	5	-8
Cc1cc(C(=O)NP(=O)(N2CCOCC2)N2CCOCC2)c(C)n1C1CC1	4	-1.4	97	-3	0.2	-18	3	1	5	-8
CC(=O)OC1N=C(c2ccccc2)c2cc(Br)ccc2NC1=O (configuration not stated)	-2	3.0	97	11	0.0	0	7	0	1	-5
O=P(OC1=CCCCC1)(c1ccccc1)c1ccccc1	-5	.	94	.	0.1	.	6	0	.	-4
COC(=O)C1=C(c2ccc(OC(F)(F)F)cc2)C[C@@H]2CC[C@H]1N2C(=O)N1CCC(O)CC1	5	-1.9	92	-3	0.3	7	3	2	4	-7
N#Cc1c(Cl)nc(Cl)c2c1CCN(Cc1ccccc1)C2	3	-1.6	101	0	0.3	12	-6	5	25	11
Cc1cc(OCC(=O)N[C@@H](Cc2ccccc2)C(=O)O)c2c3c(c(=O)oc2c1)CCC3	2	-0.1	101	3	2.2	9	1	-1	4	6
N#CCCn1cc(C(=O)Nc2ccccc2Cl)c(-c2ccc(F)cc2)n1	4	-0.8	102	4	0.2	3	-1	1	2	-2
CCOc1cc2c(cc1OCC)-n1cccc1C(c1ccc(OC)c(O)c1)NC2 (configuration not stated)	-2	-0.2	97	4	-0.1	-19	5	1	-8	3
NC1CC2CCCCC2CC1(O)c1ccccc1 (configuration not stated)	4	1.0	100	25	0.0	-2	7	0	3	7
COc1ccc2c(c1OC)CN1CCc3cc4c(cc3C1C2)OCO4 (configuration not stated)	38	1.6	110	27	-0.1	-9	12	-1	-2	-5
O=C1c2ccccc2C(=O)N1Cc1nc2ccccc2c(=O)n1-c1ccccn1	-2	-0.3	113	15	0.2	3	8	3	12	-17
C[N+]1(C)[C@@H]2CC[C@H]1CC(OC(=O)[C@@H](CO)c1ccccc1)C2 (some centres not stated)	-1	-0.1	98	2	0.0	4	2	-1	-2	-7
O=c1c2ccccc2nc(-c2ccc(-c3ccccc3)cc2)n1-c1ccncc1	-4	-1.4	95	.	0.2	-1	6	0	15	8
CCC(=Nc1ccc2c(c1)CCC2)c1c(O)n(C2CCCCC2)c(=O)[nH]c1=O	3	-0.9	105	-3	0.0	-14	-4	-4	0	-10
COc1ccccc1-n1c(-c2cccs2)nc2ccccc2c1=O	-8	0.3	101	-10	-0.1	-23	-3	-1	24	5
CCc1cc(=O)oc2cc(OCC(=O)N3C[C@H]4C[C@@H](C3)c3cccc(=O)n3C4)c(Cl)cc12	2	-2.9	75	2	0.1	-2	0	-2	18	0
CCC(=O)CC(c1ccccc1)c1c(O)c2ccccc2sc1=O (configuration not stated)	-1	0.2	99	0	-0.3	-9	-1	-1	8	-14

Six records drawn at random from the list so far:
SMILES	Exocytosis inh	MC4R barr agon	ABCB6 inh 2	Vif inh	aDG glyco act	TLR9-MyD88 inh	ABHD5 PLIN5 PPI	N-glyco inh	MC4R antag cAMP	NOD2 RIPK2 PPI
Cc1cc(C(=O)NP(=O)(N2CCOCC2)N2CCOCC2)c(C)n1C1CC1	4	-1.4	97	-3	0.2	-18	3	1	5	-8
CCc1cc(=O)oc2cc(OCC(=O)N3C[C@H]4C[C@@H](C3)c3cccc(=O)n3C4)c(Cl)cc12	2	-2.9	75	2	0.1	-2	0	-2	18	0
O=C1c2ccccc2C(=O)N1Cc1nc2ccccc2c(=O)n1-c1ccccn1	-2	-0.3	113	15	0.2	3	8	3	12	-17
CCOc1cc2c(cc1OCC)-n1cccc1C(c1ccc(OC)c(O)c1)NC2 (configuration not stated)	-2	-0.2	97	4	-0.1	-19	5	1	-8	3
COc1ccc2c(c1OC)CN1CCc3cc4c(cc3C1C2)OCO4 (configuration not stated)	38	1.6	110	27	-0.1	-9	12	-1	-2	-5
COC(=O)C1=C(c2ccc(OC(F)(F)F)cc2)C[C@@H]2CC[C@H]1N2C(=O)N1CCC(O)CC1	5	-1.9	92	-3	0.3	7	3	2	4	-7

Later entries.
SMILES	Exocytosis inh	MC4R barr agon	ABCB6 inh 2	Vif inh	aDG glyco act	TLR9-MyD88 inh	ABHD5 PLIN5 PPI	N-glyco inh	MC4R antag cAMP	NOD2 RIPK2 PPI
CC(=O)OC1(Cc2ccccc2)CN2CCC1c1ccccc12 (configuration not stated)	6	-1.3	101	-11	0.1	5	8	0	9	5
O=C(Nc1ccc(Cl)cc1)O/N=C(\c1ccccc1)c1ccccn1	6	-0.8	104	29	-0.2	4	-1	2	-4	0
C/C=C(\C)C(=O)N[C@@H](c1ccccc1)[C@@H](O)C(=O)O[C@H]1C[C@@]2(O)[C@@H](OC(=O)c3ccccc3)C3[C@](C)(C(=O)[C@H](O)C(=C1C)C2(C)C)[C@@H](O)C[C@H]1OC[C@@]31OC(C)=O (some centres not stated)	-2	1.5	100	-1	0.4	-4	0	12	0	-13
COC(=O)C1=C(c2ccc3ccccc3c2)C[C@@H]2CC[C@H]1N2C(=O)NCc1ccco1	-3	-2.2	98	1	0.4	-10	2	-3	6	13
O=C(CCc1ccccc1)N1Cc2cc(N3CCOCC3)ccc2-n2nncc2C1	-4	.	92	-2	-0.2	.	4	7	.	-13
O=C1NC(=S)NC(=O)C1=Cc1ccc(OCC(=O)N2CCCC2)cc1	0	1.0	96	-3	0.0	-7	-2	1	1	-11
COc1cc(Br)c(CNCCc2ccc3c(c2)OCO3)cc1OC	20	0.3	98	12	0.0	-3	2	0	1	4
COC(=O)c1ccccc1NC(=O)N1C[C@@H]2C[C@@H](C1)c1cccc(=O)n1C2	0	1.6	102	-3	-0.5	4	2	0	12	-18
CCN1C(=O)C(=C2C=C(C)OC(C)=C2)C(=O)N(CC)C1=S	-1	-0.7	99	6	0.0	0	2	3	5	-20
COC(=O)C1=C(N)Oc2c(c(=O)oc3ccccc23)C1c1cccnc1 (configuration not stated)	-2	0.0	101	-1	-0.2	-9	8	0	6	-8
CC(C)(C)NC(=S)N1CCn2cccc2C1c1cccnc1 (configuration not stated)	-2	-2.1	99	1	0.1	-4	1	-1	10	-14
COc1ccccc1N1CCN(Cc2cccc(OC)c2O)CC1	2	-1.6	96	-2	0.3	-5	0	0	11	9
CCOC(=O)C1C(=O)NC2(C)CC1c1cc(OC)ccc1O2 (configuration not stated)	0	0.0	99	7	0.0	6	0	-1	10	-12
COC(=O)C1=C(c2ccc(-c3ccccc3)c(F)c2)C[C@@H]2CC[C@H]1N2C(=O)N1CCCCC1	6	-1.3	90	-17	0.5	1	-4	-8	8	1

Source: PubChem (several laboratories)
